# OX1R FRET antag: antagonists of human orexin 1 receptor (OX1R). 330,000 compounds, 1.8% hits. inhibition, % at 6.6 µM. OX1R-expressing cells, FRET antagonist read-out. O43613; in the data active means inhibition mostly above about 38%, no sharp cut-off; inactive means mostly below about 40%;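 further: 0% = agonist challenge alone and 100% = reference antagonist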
# Target sequence (O43613 whole entry, looked up): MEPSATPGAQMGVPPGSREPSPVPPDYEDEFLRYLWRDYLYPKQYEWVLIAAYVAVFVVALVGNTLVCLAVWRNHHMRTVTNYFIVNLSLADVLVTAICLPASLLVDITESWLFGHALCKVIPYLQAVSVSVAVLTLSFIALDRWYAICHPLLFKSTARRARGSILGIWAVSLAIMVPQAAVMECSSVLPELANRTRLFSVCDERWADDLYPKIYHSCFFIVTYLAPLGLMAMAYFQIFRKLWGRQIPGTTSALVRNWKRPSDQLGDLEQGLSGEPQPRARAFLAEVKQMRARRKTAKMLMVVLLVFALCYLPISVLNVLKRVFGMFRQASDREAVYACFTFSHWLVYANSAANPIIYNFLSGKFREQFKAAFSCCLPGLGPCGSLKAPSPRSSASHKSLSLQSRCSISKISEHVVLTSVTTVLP
# STK33 inh: human STK33 kinase inhibition; inhibition, % at 10 µM; 320,000 compounds, 0.073% hits; AID 2661; purified STK33, MBP phosphorylation, ADP-Glo luminescence;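 active means inhibition at or above 25%, using the most active replicate where run in duplicate; inactive means inhibition below 25%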
# Target sequence (Q9BYT3 whole entry, looked up): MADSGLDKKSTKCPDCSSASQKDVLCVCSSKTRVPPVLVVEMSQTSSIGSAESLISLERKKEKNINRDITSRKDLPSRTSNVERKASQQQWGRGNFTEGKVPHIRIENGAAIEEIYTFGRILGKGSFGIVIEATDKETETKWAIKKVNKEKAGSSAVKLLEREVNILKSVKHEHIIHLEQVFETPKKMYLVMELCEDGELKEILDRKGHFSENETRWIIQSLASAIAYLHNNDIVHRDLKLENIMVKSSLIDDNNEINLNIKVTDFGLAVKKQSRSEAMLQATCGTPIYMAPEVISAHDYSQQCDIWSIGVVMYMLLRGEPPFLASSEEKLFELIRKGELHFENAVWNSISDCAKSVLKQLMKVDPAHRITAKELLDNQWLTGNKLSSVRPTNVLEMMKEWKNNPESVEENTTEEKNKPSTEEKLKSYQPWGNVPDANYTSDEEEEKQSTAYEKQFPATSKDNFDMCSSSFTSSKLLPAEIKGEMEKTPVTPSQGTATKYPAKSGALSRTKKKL
# The depositor's hits bear a star; / = not tested or not shown; & = joins results of further samples.
OX1R FRET antag,STK33 inh,compound
30&25,-2.2&-1.3,C[n+]1c2n(c3ccccc31)N=C(c1ccccc1)CS2
8,-2.6,O=C(/C=C/c1ccccc1)NC1CCS(=O)(=O)C1 (configuration not stated)
-4,-1.2,COc1ccc(S(=O)(=O)N2CCCCC2)cc1NC(=O)c1ccccc1
12,-1.0,CCOc1ccc(NS(=O)(=O)c2ccc(C(=O)NCC(c3ccccc3OC)N3CCCC3)cc2)cc1 (configuration not stated)
9,-0.1,CCOc1cc(-c2noc(CCCC(=O)NC3CCCCC3)n2)ccc1OC
20,0.6,CN1OC(CC(=O)O)N(c2ccc(Cl)cc2)C1=O (configuration not stated)
7,-0.7,COC(=O)c1ccc(CSc2nnc(CNC(=O)c3ccc(OC)cc3)o2)o1
-8,-1.5,COc1ccc(C(=O)NCc2nnc(SCC(=O)Nc3nc4ccc(C)cc4s3)o2)cc1OC
3,-1.8,O=C(Nc1ccon1)c1csc2ccccc12
10,0.9,O=C(OC(C(=O)NCc1ccccc1)c1ccccc1F)c1ccco1 (configuration not stated)
8,-0.3,CSCC[C@H](NC(=O)OC(C)(C)C)C(=O)N1CCC(C(=O)N[C@H](C(=O)O)C(C)C)CC1
23,1.6,COC(=O)C1=C(C)NC(C)=C(C(=O)OCC(C)C)C1c1ccccc1[N+](=O)[O-] (configuration not stated)
15,9.3,Cc1cccc(N2CCN(C(=O)C3CCN(c4nnc(-n5cccc5)s4)CC3)CC2C)c1 (configuration not stated)
19,0.0,O=C(c1coc2ccccc2c1=O)N1CCN(c2cccc(C(F)(F)F)c2)CC1
26,-1.1,COc1ccc(CN(C(=O)c2nsc(Cl)c2Cl)C(C(=O)NC2CCCC2)c2ccc(C)cc2)cc1 (configuration not stated)

# 6 of the compounds above, in CSV form:
mol,OX1R FRET antag,STK33 inh
CCOc1ccc(NS(=O)(=O)c2ccc(C(=O)NCC(c3ccccc3OC)N3CCCC3)cc2)cc1 (configuration not stated),12,-1.0
CCOc1cc(-c2noc(CCCC(=O)NC3CCCCC3)n2)ccc1OC,9,-0.1
COc1ccc(C(=O)NCc2nnc(SCC(=O)Nc3nc4ccc(C)cc4s3)o2)cc1OC,-8,-1.5
COc1ccc(S(=O)(=O)N2CCCCC2)cc1NC(=O)c1ccccc1,-4,-1.2
CN1OC(CC(=O)O)N(c2ccc(Cl)cc2)C1=O (configuration not stated),20,0.6
O=C(OC(C(=O)NCc1ccccc1)c1ccccc1F)c1ccco1 (configuration not stated),10,0.9

# (further entries)
OX1R FRET antag,STK33 inh,compound
27,1.4,CC1(C)CC(=O)C2=C(C1)OC(N)=C(C#N)C2c1ccccc1[N+](=O)[O-] (configuration not stated)
19,-0.7,CC(C)C(C(=O)OCC(=O)c1cccc([N+](=O)[O-])c1)N1C(=O)[C@@H]2[C@H]3CC[C@H](C3)[C@@H]2C1=O (some centres not stated)
14,-2.4,CCOC(=O)c1cccc(NC(=O)CN2C(=O)C3CC=CCC3C2=O)c1 (configuration not stated)
11,-0.5,CC(NCc1nc2ccccc2n1C)C12CC3CC(CC(C3)C1)C2 (configuration not stated)
17,-0.3,Cc1ccc(-c2nc(C#N)c(NCC3CCCO3)o2)cc1 (configuration not stated)
21,-3.2,CCN(CC(=O)Nc1c(F)cccc1F)C(=O)C1CCN(S(=O)(=O)c2ccc(C)cc2C)CC1
14,0.1,CC(=O)OC1(C(F)(F)F)Oc2ccccc2NC1=O (configuration not stated)
19,1.0,Nc1nc2c(s1)COc1ccccc1-2
41,-0.2,COc1ccc(NC(=O)c2[nH]c(C)c(C(C)=O)c2C)cc1
34,0.2,CN(CCc1ccccn1)C(=O)CCC1CCCN(C(=O)c2n[nH]c3c2CCCC3)C1 (configuration not stated)
11,1.1,O=C(O)CSc1c(-c2cccs2)[nH]c2ccccc12
6,-1.8,CN(c1ccccc1)S(=O)(=O)c1ccc(C(=O)NCc2ccccc2F)cc1
5,-1.0,CCN1C(=O)/C(=C\c2ccncc2)SC1=Nc1ccc(C)c(C)c1
24,-0.6,CC(C)(C)c1ccc(C(=O)NC(Cc2ccccc2)C(=O)O)cc1 (configuration not stated)
-10,-1.2,Cc1ccnc(NS(=O)(=O)c2ccc(NC(=O)Cc3ccc(Br)cc3)cc2)n1
8,-0.6,CCCc1nnc(NC(=O)CCC(=O)NCc2ccccc2)s1
5,-0.2,COC(=O)c1ccc(/C=C2\CCn3c2nc2cc(C(=O)O)ccc2c3=O)cc1
68,-2.3,O=C(CSCc1ccc(Cl)cc1)N/N=C/c1ccc(OCC(=O)Nc2ccccc2)cc1
29,-0.9,c1ccc(-n2nnnc2NC2CCCCC2)cc1
-1,-0.2,CCOC(=O)CSc1nc(CC)nc2ccccc12
16,0.5,NC(=O)CC(NC(=O)Cc1cccc2ccccc12)c1ccc(NC2CC3CCC2C3)c([N+](=O)[O-])c1 (configuration not stated)
30,-0.6,Cc1c(Br)c([N+](=O)[O-])nn1CC(=O)NCCc1c[nH]c2ccccc12
18,-1.2,O=C(Nc1ccc(NC(=O)c2ccccc2Cl)cc1)c1cccnc1
16,-0.7,O=C(CC1C(=O)NCCN1Cc1cccc(F)c1)NCCCCCN1CCOCC1 (configuration not stated)
34,-0.8,CN(C)CCN(C(=O)c1ccc2c(c1)CCCC2)c1nc2c(F)cccc2s1
1,0.0,COc1ccc(C(=O)/C=C(\C)Nc2ccc(NC(C)=O)cc2)cc1
0,-0.8,CCCc1nn2c(=O)cc(O)nc2s1
1,-1.9,O=c1[nH]c2ccccc2n2cnnc12
7,1.0,Cc1nc(SCC(O)CCl)c([N+](=O)[O-])[nH]1 (configuration not stated)
4,-0.7,NNC(=O)c1ccccc1CO
26,-1.8,CC(=O)c1ccccc1OCCOCCOCCOc1ccccc1C(C)=O
11,-0.9,O=C(OCc1cc2ccccc2[nH]c1=O)c1cccs1
7,-1.1,C=CCC(C=C)[N+]1(CC(=O)OC)CCCCC1 (configuration not stated)
34,0.7,CCN(CC)c1ccc2cc(C(N)=O)/c(=N\NC(=O)c3ccncc3)oc2c1
58*,-1.1,COc1cccc(CNC(=O)CSc2ccc(-c3cccs3)nn2)c1
-5,0.8,CC(O)C1CCC2C3CC[C@H]4CC(O)CCC4(C)C3CC3(OCCO3)C12C (some centres not stated)
26,1.5,O=C(c1ccco1)c1cn(CC(=O)N2CCCCCC2)c2ccccc12
3,2.6,O=C(Nc1ccc(F)cc1F)c1ccco1
20,-0.8,CCCP(=O)(CCC)CCP(=O)(c1ccccc1)c1ccccc1
18,2.2,CC(=O)Nc1ccc(/C=N/NC(=O)c2cccs2)cc1
9,-2.1,COc1ccc(NC(=O)c2cc(C)no2)cc1OC
7,-1.6,CCOC(=O)c1sc(NC(=O)CSc2nnc(C)s2)c(C(=O)OCC)c1C
12,-2.3,CNC(=O)COc1coc(CN2CCN(c3ccc(F)cc3)CC2)cc1=O
14,-1.8,CCN(CC)C(=O)C(C)N(C#N)c1nc(SC)nc(N(C)C)n1 (configuration not stated)
13,4.8,Cc1ccc(NC(=O)CCc2c(C)nn(-c3ccc(N4CCOCC4)nn3)c2C)cc1C

# Pulled by structure from above, 4 records:
OX1R FRET antag,STK33 inh,compound
12,-2.3,CNC(=O)COc1coc(CN2CCN(c3ccc(F)cc3)CC2)cc1=O
7,-1.1,C=CCC(C=C)[N+]1(CC(=O)OC)CCCCC1 (configuration not stated)
26,1.5,O=C(c1ccco1)c1cn(CC(=O)N2CCCCCC2)c2ccccc12
20,-0.8,CCCP(=O)(CCC)CCP(=O)(c1ccccc1)c1ccccc1

# Complete entries from above. Screens in order: OX1R FRET antag | STK33 inh
# C=CCC(C=C)[N+]1(CC(=O)OC)CCCCC1 (configuration not stated) across the screens: 7 | -1.1
# O=C(OCc1cc2ccccc2[nH]c1=O)c1cccs1 across the screens: 11 | -0.9

# New compounds follow.
OX1R FRET antag,STK33 inh,compound
19,-1.6,COc1ccc(-c2cc(C(=O)NC(C)C)no2)cc1
2,/,COc1ccc(CNC(=O)C[C@H]2C[C@H](C(=O)N3CCCCC3)[C@@]3(C)c4[nH]c5cc(CCC(=O)N(C)C)ccc5c4CCN3C2=O)cc1OC
7,-1.5,CC(C)CNC1CS(=O)(=O)CC1O (configuration not stated)
11,-0.5,Cc1cc(C)nc(SCC(CSc2nc(C)cc(C)n2)C(=O)O)n1
13,-0.2,O=C(NC(Cc1ccccc1)C(=O)N1CCCC(C(F)(F)F)C1)c1ccccc1 (configuration not stated)
5,0.1,COc1cccc(NC(=O)CN(C)S(=O)(=O)c2ccc3c(c2)n(C)c(=O)c(=O)n3C)c1
11,0.2,COc1ccc2occ(NC(C)=O)c2c1
0,-2.1,Cn1cccc1C(=O)N1CCN(S(=O)(=O)c2ccccc2)CC1
12,-1.5,Cc1cc(=O)oc2c(C)c(OCC(=O)NCCCN3CCCC3=O)ccc12
1,-1.2,CCOc1ccc(-c2nc(CSCC(=O)NC3CC3)c(C)o2)cc1
14,-2.0,COc1ccc(-c2nc(C#N)c(NCc3ccccc3Cl)o2)cc1
19,0.5,COc1cc(C(=O)N/C(=C\c2cn(C)c3ccccc23)C(=O)NCCCN2CCOCC2)cc(OC)c1OC
6,0.1,CCCn1cc2c(c1-c1ccc(C)cc1)c(=O)n(C)c(=O)n2C
15,-2.3,CCCn1c(CC)nc([N+](=O)[O-])c1Sc1ccc(F)cc1
-3,-1.7,COc1ccc(-c2csc(Nc3cccc(C)n3)n2)cc1
-8,0.1,N#CCCN(Cc1ccccc1)S(=O)(=O)c1cccs1
20,-4.4,CC(C)=CCc1c(O)ccc(C(=O)Cc2ccccc2)c1O
22,-0.5,O=C(Nc1ccccc1N1CCOCC1)c1ccc([N+](=O)[O-])cc1
4,-3.9,CCOC(=O)c1ccccc1NS(=O)(=O)c1ccc(C)cc1
7,-0.6,Cc1cc(NO)nc(-c2ccc(Br)cc2)n1
11,-0.1,O=C(NC(=O)c1ccccc1)NC1(C(F)(F)F)OCCO1
15,-0.4,CC1=CN2C(=NC(=O)CC2(C)C(=O)N(CC(=O)NC2CCCC2)Cc2ccc(Cl)cc2)C=C1 (configuration not stated)
/,-1.6,Cc1cccc(C(=O)Nc2cccc3cccnc23)c1
1,-0.2,C[C@H](CO)N1C[C@H](C)[C@@H](CN(C)S(=O)(=O)c2ccccc2)Oc2ccc(NC(=O)C3CC3)cc2C1=O
23,0.8,CCO[C@@H]1OC(C(=O)NCc2ccccc2)=C[C@H](c2cn(C(C)=O)c3ccccc23)[C@H]1CCCO
36,-1.5,CCOC(=O)c1ccc(NC(=O)c2cc(F)c(F)cc2Cl)cc1
12,0.2,CC(C)(C)C1CCc2onc(C(=O)O)c2C1 (configuration not stated)
30,0.2,CCOC(=O)c1c(NC(=O)c2c(Br)cnn2C)c(C#N)nn1-c1ccccc1
41,0.1,O=C(CN1C(=O)c2ccccc2C1=O)Nc1cccnc1
2,-0.2,CCOC(=O)N1CCN(S(=O)(=O)N2CCCC(C(=O)NCCCN3CCCCC3)C2)CC1 (configuration not stated)
22,0.3,CC(C)OC(=O)CSc1nc(Cc2cccs2)nc2ccccc12
14,-2.5,O=C(COC(=O)CC12CC3CC(CC(C3)C1)C2)Nc1cccnc1Cl
-1,0.3,O=C(COC(=O)C1CC1)NCc1ccc(Cl)cc1Cl
/,1.5,Cn1c(NC(=O)c2ccc(F)cc2)nc2ccccc21
13,-0.4,C/C(=N/NC(=O)c1nnn(-c2nonc2N)c1-c1ccccc1)c1ccc2c(c1)OCO2
2,-0.9,Cc1ccc(-c2nn(-c3ccccc3)cc2C(=O)N2CCN(C3CCS(=O)(=O)C3)CC2)cc1 (configuration not stated)
12,-0.8,Cn1cc(C=O)c2cc(F)ccc21
18,-0.1,Clc1nc(-c2ccccn2)nc2scc(-c3ccccc3)c12
13,-0.6,O=C(O)C1(NS(=O)(=O)c2ccc(Cl)cc2)CCCCC1
7,-1.0,Cc1ccc(S(=O)(=O)N(CC(=O)Nc2ccc(C)cc2C)C(=O)N2CCN(C)CC2)cc1
14,0.0,COC(=O)N/N=C(\C)c1ccccc1OC(F)F
0,1.8,COC(C(=O)Nc1ccc(Br)cc1F)c1ccccc1 (configuration not stated)
0,0.7,COc1ccccc1C(=O)NC(CCSC)C(=O)NNC(=O)C(C)Oc1ccccc1F (configuration not stated)
3,-1.2,Cn1c(N2CCCCC2)nc2c1c(=O)[nH]c(=O)n2C
12,-0.3,Cc1ccc(NC(=O)C(C)Sc2nnc(-c3cccnc3)n2-c2ccccc2)cc1 (configuration not stated)
21,-0.8,O=C(Cn1nc(Cl)nc1Cl)c1ccccc1
28,-1.7,Cc1ccc(Nc2nnc(SCC(=O)N(C)C3CCS(=O)(=O)C3)s2)cc1 (configuration not stated)
18,-0.6,COc1ccc(OCc2nnc(SCC(=O)Nc3ccccc3F)o2)cc1
14,-0.2,CCOC(=O)c1sc2ncnc(N3CCN(C(=O)OCC)CC3)c2c1C
23,/,Cc1ccc(N=c2c([N+](=O)[O-])nn(-c3ccccc3)n2O)c(C)c1
18,0.2,Cc1ccccc1C(=O)N1CCC(C(=O)NC(C)c2ccc(-n3ccnc3)cc2)CC1 (configuration not stated)
9,-1.0,Cc1ccc(S(=O)(=O)N2CCCN(C(=O)c3ccc(-n4cccn4)cc3)CC2)cc1
7,-2.2,COc1cccc(OCc2cc(C(=O)N3CCNC(=O)C3Cc3ccccc3)no2)c1 (configuration not stated)

# Bioassay records: PubChem, several laboratories
